Myeloid diff 2 = myeloid differentiation induction; ER-HoxA9 myeloid progenitors, lysozyme-GFP differentiation, flow cytometry; AID 624256; calls only at 10 µM; hit rate 1% among 360,000;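 active = normalized GFP-positive differentiation at or above the plate's own cutoff, the solvent-only control mean plus 3 SD; inconclusive = no clear call, values can overlap the other calls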;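 also: cells exposed to compound for four days before flow analysis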
Myeloid diff 2 GFP+ MAC1+ % = recorded beside Myeloid diff 2, whose call it bears; GFP+ MAC1+ double positive, %; measured here: differentiation confirmed by MAC1 staining
An asterisk follows results filed as active; i = inactive; ? = inconclusive; · = not tested or not shown; + = active, no number. Not all compounds are listed, so the mix of outcomes need not match the whole.

Preview (14 entries):
SMILES | Myeloid diff 2 | Myeloid diff 2 GFP+ MAC1+ %
N#C/C(=C\c1ccccc1)C(=O)NNS(=O)(=O)c1cccc([N+](=O)[O-])c1 | i | 0.7
CC(C)(C)OC(=O)N(CC1CCNCC1)C(=O)c1[nH]c(C(F)(F)F)nc1-c1ccccc1 | i | 1.4
CC(=O)OC(C)=O | i | 1.0
CN(C)c1ccccc1-c1cc(NC=O)c2ncc(-c3cccc(C(F)(F)F)c3)n2c1 | + | 15*
COc1ccc(NC(=O)Nc2cccc3c2O[C@H](CN(C)C(=O)NC(C)C)[C@@H](C)CN([C@H](C)CO)C3=O)cc1 | i | 2.3
O=C(Cn1cc(COc2ccc(Br)cc2)nn1)c1ccc(O)cc1 | i | 0.2
COC1(C2=NCCN2)COc2ccccc2O1 (stereo not given) | i | 2.6
Cc1c(C(=O)Nc2ccc(S(=O)(=O)N(C)C3CCN(C)CC3)cc2)oc2c(Cl)cccc12 | i | 0.6
O=C(C(=O)N1CCN(c2ccccc2)CC1)c1ccncc1 | i | 1.4
CN(C)C1CN(Cc2cn(Cc3cccc(Cl)c3)nn2)S(=O)(=O)C1 (stereo not given) | i | 0.9
C/C=C(\C)C(=O)O[C@H](c1cc2ccc(=O)oc2cc1OC)[C@@H](O)C(C)(C)O | i | 1.3
O=C(CN1CCCC1c1cccs1)N1CCN(S(=O)(=O)c2ccccc2)CC1 (stereo not given) | i | 0.9
Cn1ccc2c(N3CCCCCCC3)cc3c(c21)C1CCC3O1 (stereo not given) | + | 2.4*
CC(=O)Nc1ccc2cnn(C(C)=O)c2c1 | i | 0.4

Results, from the first entry:
SMILES | Myeloid diff 2 | Myeloid diff 2 GFP+ MAC1+ %
N#C/C(=C\c1ccccc1)C(=O)NNS(=O)(=O)c1cccc([N+](=O)[O-])c1 | i | 0.7
CC(C)(C)OC(=O)N(CC1CCNCC1)C(=O)c1[nH]c(C(F)(F)F)nc1-c1ccccc1 | i | 1.4
CC(=O)OC(C)=O | i | 1.0
CN(C)c1ccccc1-c1cc(NC=O)c2ncc(-c3cccc(C(F)(F)F)c3)n2c1 | + | 15*
COc1ccc(NC(=O)Nc2cccc3c2O[C@H](CN(C)C(=O)NC(C)C)[C@@H](C)CN([C@H](C)CO)C3=O)cc1 | i | 2.3
O=C(Cn1cc(COc2ccc(Br)cc2)nn1)c1ccc(O)cc1 | i | 0.2
COC1(C2=NCCN2)COc2ccccc2O1 (stereo not given) | i | 2.6
Cc1c(C(=O)Nc2ccc(S(=O)(=O)N(C)C3CCN(C)CC3)cc2)oc2c(Cl)cccc12 | i | 0.6
O=C(C(=O)N1CCN(c2ccccc2)CC1)c1ccncc1 | i | 1.4
CN(C)C1CN(Cc2cn(Cc3cccc(Cl)c3)nn2)S(=O)(=O)C1 (stereo not given) | i | 0.9
C/C=C(\C)C(=O)O[C@H](c1cc2ccc(=O)oc2cc1OC)[C@@H](O)C(C)(C)O | i | 1.3
O=C(CN1CCCC1c1cccs1)N1CCN(S(=O)(=O)c2ccccc2)CC1 (stereo not given) | i | 0.9
Cn1ccc2c(N3CCCCCCC3)cc3c(c21)C1CCC3O1 (stereo not given) | + | 2.4*
CC(=O)Nc1ccc2cnn(C(C)=O)c2c1 | i | 0.4
O=[N+]([O-])c1cc(C(F)(F)F)ccc1Cl | i | 1.3
C=CCN(C(C(=O)OC)C(C)C)S(=O)(=O)CCNCc1ccccc1 (stereo not given) | i | 2.4
COc1cccc(-c2nn(-c3ccc(C)cc3)cc2C(=O)NCC(c2cccs2)N2CCOCC2)c1 (stereo not given) | i | 1.0
COc1ccc(S(=O)(=O)N2CCN(c3ccccc3)CC2)cc1OC | i | 1.5
COc1ccc(NC(=O)COc2ccccc2Cc2ccccc2)cn1 | i | 0.7
O=C(COC(=O)c1cc(S(=O)(=O)N2CCOCC2)ccc1F)NCCc1ccc(F)cc1 | i | 0.7
Cc1cc(=O)n2[nH]c(SCc3c(F)cccc3Cl)nc2n1 | i | 1.0
CCN1CCN(c2ccc(S(=O)(=O)N3CCCCC3)cc2NC(=O)/C=C/c2ccc(OC)c(OC)c2)CC1 | i | 0.4
CS(=O)(=O)c1ccc(-c2cnc3c(NC=O)cc(-c4ccsc4)cn23)cc1 | i | 1.5
CC(C)[C@@H](NC(=O)OC(C)(C)C)c1cc(C(=O)c2c(-c3ccccc3)[nH]c3ccccc23)c(N)s1 | i | 3.5
CCOc1ccc(S(=O)(=O)N2CCCCC2)cc1NC(=O)Cc1ccsc1 | i | 0.8
CC1CCCCC1NC(=O)c1cccc(S(=O)(=O)N2CCN(Cc3ccccc3)CC2)c1 (stereo not given) | i | 0.5
Cc1ccc(C(=O)c2c3ccc([N+](=O)[O-])cc3[n+]([O-])n2CCCC(N)=O)cc1 | ? | ·
Cc1ccc(S(=O)(=O)NC(=O)C2(C)CCN2C(=O)c2ccccc2)cc1 (stereo not given) | i | 0.5
Cc1cc2nc(-c3cccc(Br)c3)c(Cc3cccc(Cl)c3)n2c(C)c1Br | i | 1.1
CSc1ccc(CN2CCC2(C)C(=O)NC2CCN(Cc3ccccc3)CC2)cc1 (stereo not given) | i | 0.5
Cn1c(=O)cc(OCCCC(=O)Nc2cccc(Cl)c2)c2ccccc21 | i | 1.0
O=C(CN1C(=O)NC2(CCCCC2)C1=O)Oc1ccc2c(C(F)(F)F)cc(=O)oc2c1 | i | 1.0
CCOC(=O)/C=C1/SCC(=O)N1CC(=O)Nc1ccccc1OC(F)F | i | 1.8
CCOC(=O)c1ccccc1NC(=O)COC(=O)c1cc([N+](=O)[O-])ccc1N1CCOCC1 | i | 0.4
CCCCCCC=C1CCC(CN2CCCC2)C1=O (stereo not given) | i | 1.3
CC(C)(C)NC(=O)C(c1ccccc1F)n1c(=O)c(-c2cc3ccccc3[nH]2)nc2ccccc21 (stereo not given) | i | 4.4
N#C/C(=C\c1ccc(O)c(O)c1)C(=O)N1CCc2ccccc21 | i | 2.2
OC[C@@H]1CN(Cc2ccc(F)cc2)C[C@H](n2cnc3c(NCc4ccc(F)cc4)ncnc32)O1 | i | 1.2
CCN(C[C@H]1N[C@@](Cc2ccccc2)(C(=O)OC)[C@H]2C(=O)N(C)C(=O)[C@@H]12)C(=O)Nc1ccc(Cl)cc1 | i | 3.3
CCN(CC)S(=O)(=O)c1cc(C(=O)Nc2cc(S(=O)(=O)N3CCOCC3)ccc2N2CCN(C)CC2)ccc1C | i | 0.1
CC1=C(C(=O)N2CCOCC2)CC(CC(=O)NC(c2ccccc2)c2ccccc2)C(=O)N1CCC1=CCCCC1 (stereo not given) | i | 1.7
CC(C)(C)CNC(=O)c1cccc2c1C(=O)c1ccc(N3CCCC3)cc1S2(=O)=O | i | 0.8
Cc1nc2cc(Oc3nc(NCCN(C)C)nc4ccsc34)ccc2s1 | + | 5.6*
O=C(Nc1cccc(S(=O)(=O)N2CCCCCC2)c1)c1ccc(=O)[nH]c1 | i | 0.6
CC(=O)c1ccc(N2C(=O)CC(N3CCN(S(=O)(=O)c4cc(C)ccc4C)CC3)C2=O)cc1 (stereo not given) | i | 0.8
CCOc1ccc(N(CC(=O)Nc2ccc(Cl)cc2)S(C)(=O)=O)cc1 | i | 0.7
C[C@H]1CN([C@@H](C)CO)C(=O)CCCn2cc(nn2)CO[C@@H]1CN(C)C(=O)c1ccncc1 | i | 0.6
N#Cc1cccc(NS(=O)(=O)c2ccc(S(=O)(=O)N3CCOCC3)cc2)c1 | i | 0.4
Cc1cccc(C=CC(=O)c2ccc(Cl)cc2)c1 | i | 1.3
CC(OC(=O)CCN1C(=O)C2CC=CCC2C1=O)C(=O)Nc1cccc(C#N)c1 (stereo not given) | i | 0.3
COc1ccccc1C(=O)OCC(=O)NC(=O)NC1CCCC1 | i | 0.6
CCCCNC(=O)C1(C)CCN1C(=O)c1cccc(OC(C)=O)c1C (stereo not given) | i | 2.2
C(=C\c1ccccc1)/CN1CCN(C(c2ccccc2)c2nnnn2-c2ccc3c(c2)OCCO3)CC1 (stereo not given) | i | 0.9
COc1ccc(CCNC(=O)CN2C(=O)NC3(CCc4ccccc43)C2=O)cc1 (stereo not given) | i | 1.1
C/C(=N\NC(=O)c1nnn(-c2nonc2N)c1CN1CCC(C)CC1)c1ccc(Br)cc1 | i | 1.1
CCc1nc2c(OCCOc3ccccc3)cccn2c1N(C=O)Cc1ccc(OC)cc1 | i | 0.6
CSCCC(NC(=O)c1ccco1)C(=O)NNC(=O)c1n[nH]c(=O)c2ccccc12 (stereo not given) | i | 0.5
Cc1cc(NC(=O)CSCC(=O)Nc2ccccc2OC(F)F)no1 | i | 0.7
Cc1nnc(SCC(=O)N(C)CC(=O)Nc2ccccc2Cl)s1 | i | 0.6
CC(Sc1nc2ncc(Cl)cc2[nH]1)C(=O)NC1(C#N)CCCCC1 (stereo not given) | i | 0.8

Profiles as entered above:
Profile of `COc1ccccc1C(=O)OCC(=O)NC(=O)NC1CCCC1` → Myeloid diff 2: i; Myeloid diff 2 GFP+ MAC1+ %: 0.6
Profile of `Cc1cccc(C=CC(=O)c2ccc(Cl)cc2)c1` → Myeloid diff 2: i; Myeloid diff 2 GFP+ MAC1+ %: 1.3

More records.
SMILES | Myeloid diff 2 | Myeloid diff 2 GFP+ MAC1+ %
O=S(=O)(Nc1ccc(-n2cnnn2)cc1)c1cccs1 | i | 0.1
CC1CCC(NC(=O)C(NS(=O)(=O)c2ccc(Br)cc2)C(C)C)CC1 (stereo not given) | i | 1.0
CC(C)Cn1cnc2c(Sc3c([N+](=O)[O-])ncn3C)nc(N)nc21 | i | 1.5
Cc1ccc(S(=O)(=O)N2[C@@H](c3cccc(Cl)c3)C(C(=O)O)=CC[C@H]2c2ccc(C(C)C)cc2)cc1 | i | 0.5
O=C(Nc1ccc(NC(=O)c2ccccc2F)cc1)c1cccs1 | i | 0.2
CN(CCc1ccccc1)C(C(=O)Nc1ccc2c(c1)OCCO2)c1ccnc2ccccc12 (stereo not given) | i | 1.6
C=C1CCN([C@@H](Cc2ccccc2)C(=O)NC2CCN(Cc3ccccc3)CC2)S(=O)(=O)c2ccccc21 | i | 1.7
COc1cc2c(C#CCCO)c(-c3ccsc3)oc(=O)c2cc1OC | ? | ·
COc1ccc(OC)c(NC(=O)COC(=O)C2CCCCC2)c1 | i | 1.2
CNC(CC(C)C)C(=O)NC1C(=O)NC(CC(N)=O)C(=O)NC2C(=O)NC3C(=O)NC(C(=O)NC(C(=O)O)c4cc(O)cc(O)c4-c4cc3ccc4O)C(O)c3ccc(c(Cl)c3)Oc3cc2cc(c3OC2OC(CO)C(O)C(O)C2OC2C[C@](C)(N)C(O)C(C)O2)Oc2ccc(cc2Cl)C1O (stereo not given in full) | i | 1.7
O=C(Nc1cccc(Cl)c1)C1=CC=CN2CCS(=O)(=O)N=C12 | i | 0.2
COc1ccccc1C(=O)NCC(=O)N1CCN(c2ncccn2)CC1 | i | 0.3
Cc1ccc([C@H]2C[C@@H](O)[C@H](n3cc(C4CC4)nn3)CN2C(=O)C2CCCCC2)cc1 | i | 0.6
CCOc1ccc(-c2cc(C(=O)NCc3ccccc3)[nH]n2)c(C)c1 | i | 0.5
Cc1cccc(NC(=O)Cn2ccn(-c3ccc4c(c3)OCCO4)c(=O)c2=O)c1 | i | 0.7
COc1ccc(C(C)(C)C)cc1NC(=O)c1ccccc1-n1cnnn1 | i | 1.9
CCOC(=O)[C@]12CCCC=C1N(Cc1ccco1)C(=O)[C@H](CC(=O)N1CCCC1)C2 | i | 0.4
Nc1nc2c(ncn2[C@@H]2O[C@H](CNCc3cnc(N4CCOCC4)nc3)[C@@H](O)[C@H]2O)c(=O)[nH]1 | i | 1.2
Cc1ccc(C(=O)Nc2cccc(-c3ccc(N4CCOCC4)nn3)c2)cc1 | i | 0.9
CC(C)(C)S(=O)N1Cc2cc(=O)n(Cc3ccccc3)c(CCO)c2[C@@H]1CCO (stereo not given in full) | i | 1.5
CCOC(=O)c1ccc(S(=O)(=O)N2CCC(C(=O)NCC3COc4ccccc4O3)CC2)cc1 (stereo not given) | i | 1.6
O=C(COc1ccc([N+](=O)[O-])cc1)Nc1ccc2[nH]c(=O)[nH]c2c1 | i | 0.3
COc1ccc(S(=O)(=O)N(C)C[C@H]2Oc3ccc(NC(=O)Cc4ccccc4)cc3C(=O)N([C@H](C)CO)C[C@@H]2C)cc1 | i | 0.9
CN(Cc1ccco1)c1ncnc2ccc(-c3ccc4c(ccn4C)c3)cc12 | ? | ·
CCOc1ccc(-n2ccn(CC(=O)NCCc3ccccc3)c(=O)c2=O)cc1 | i | 0.5
Cc1cccc(C)c1NC(=O)C(c1ccnc2ccccc12)N1CCN(C)CC1 (stereo not given) | i | 0.8
Nc1ccccc1SC(CC(=O)c1ccccc1)c1ccc([N+](=O)[O-])cc1 (stereo not given) | i | 0.6
CC(=O)N1CCc2c(sc(NC(=O)CS(=O)(=O)c3ccc(F)cc3)c2C#N)C1 | i | 2.2
O=C(CC[C@H]1O[C@@H](n2ccc(=O)[nH]c2=O)[C@H](O)[C@@H]1O)NCc1ccco1 | i | 1.8
C[C@@H]1CN([C@H](C)CO)C(=O)c2c(c3ccccc3n2C)-c2ccccc2CO[C@H]1CN(C)Cc1ccccc1 | i | 2.8
O=C(COC(=O)CN1C(=O)C2CCCCC2C1=O)Nc1c(Cl)cccc1Cl (stereo not given) | i | 0.6
O=C(NCC(=O)N1CCN(C/C=C/c2ccccc2)CC1)c1ccc(OC(F)F)cc1 | i | 0.4
COc1ccccc1CNC(=O)C[C@@H]1C[C@H]2c3cc(N(C)C)ccc3O[C@H]2[C@H](CO)O1 | i | 0.4
CN1C[C@@H]2[C@@H]3C(=O)N(C)C(=O)[C@@H]3[C@](Cc3ccccc3)(C1=O)N2C(=O)c1ccc(Cl)cc1 | i | 1.4
Cc1ccsc1C(=O)OCC(=O)Nc1ccc(Cl)cn1 | i | 0.7
Cc1[nH]c2ccccc2c1C(=O)c1cc([C@H](NC(=O)OC(C)(C)C)C(C)C)sc1N | i | 1.0
CCCCNc1c(CC(C)C)nc2nc(C)cc(C)n12 | i | 2.3
CC(C)c1ccc(NC(=O)CCCN2C(=O)NC(C)(C)C2=O)cc1 | i | 0.5
COc1cccc(N2CCN(C(=O)c3ccc(Cl)c(S(=O)(=O)N4CCCCCC4)c3)CC2)c1 | i | 1.4
